p97 inhibitor: inhibitors of human p97 ATPase, primary screen, biochemical | Transitional endoplasmic reticulum ATPase (Homo sapiens), P55072 | 220,000 compounds, 0.42% hits | recombinant p97 ATPase, Kinase-Glo ATP luminescence, 3 h | AID 1481, 2009 | inhibition, % at 8 µM; in the data active = inhibition above about 15%;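 also: 0% = DMSO vehicle and 100% = wells lacking enzyme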
eIF4E 4G PPI: eIF4E–eIF4G protein interaction inhibitors, primary screen, biochemical, uHTS, TR-FRET, eIF4GI fragment; Eukaryotic translation initiation factor 4E (Mus musculus) + Eukaryotic translation …; TR-FRET eIF4E-eIF4GI(517-606) binding, 2 h; inhibition, % at 21.7 µM; 220,000 compounds, 0.37% hits;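 active = inhibition above about 30%, limit read from the data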;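 also: 0% = full FRET control wells and 100% = background wells lacking eIF4GI fragment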
EP2 modulator: EP2 receptor modulators, cAMP readout, primary screen, cell-based, HTRF cAMP, PGE2 stimulation; EP2-expressing cells, cAMP HTRF FRET, PGE2 co-stimulation; induction, % at 25 µM; 260,000 compounds, 0.83% hits; AID 940, 2007;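 active = compounds whose cAMP rise, as percent of the full-agonist control response, exceeds 60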;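 also: rat C6 glioma line stably carrying human EP2 under a CMV promoter; the protocol text gives 20 µM as final concentration; 100% = response of wells given 1 µM PGE2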
S1P4 ag: S1P4 receptor agonists, primary screen, cell-based. Sphingosine 1-phosphate receptor 4 (Homo sapiens), O95977. S1P4-expressing cell line, agonist reporter assay. activation, % at 4.98 µM. 220,000 compounds, 0.35% hits. AID 1509, 2009; in the data active = activation above about 11%;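 also: 0% = DMSO vehicle and 100% = reference agonist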
S1P4 antag: S1P4 receptor antagonists, primary screen, cell-based; Sphingosine 1-phosphate receptor 4 (Homo sapiens), O95977; S1P4-expressing cells, antagonist mode, reporter read-out; inhibition, % at 4.98 µM; 220,000 compounds, 0.26% hits; AID 1510, 2009; in the data active = inhibition above about 29%;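 also: 0% = wells stimulated with agonist and 100% = vehicle wells without agonist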
EP2 antag: human EP2 receptor antagonists, primary screen, TR-FRET cAMP, C6 glioma cells; 260,000 compounds, 0.52% hits; C6 glioma cells expressing human EP2; cells stimulated with saturating PGE2; Prostaglandin E2 receptor EP2 subtype (Homo sapiens), P43116; inhibition, % at 25 µM;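 active = percent inhibition above 40 after rounding to a whole number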;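 also: rat C6 glioma host cells with rolipram phosphodiesterase inhibitor present; the protocol text gives 20 µM as final concentration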
NPY-Y2 PAM-ag: NPY-Y2 potentiators or agonists, primary screen, cell-based | activation, % at 3.6 µM | AID 1359, 2008 | cells expressing NPY-Y2, potentiator/agonist read-out | 220,000 compounds, 0.45% hits; in the data active = activation above about 27%;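 also: cells stimulated with NPY near EC25 plus isoproterenol at EC100; 0% = vehicle plus submaximal agonist and 100% = vehicle plus saturating agonist; some results beyond the cut were filed as inactive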
Target sequence (P49146 whole entry, looked up): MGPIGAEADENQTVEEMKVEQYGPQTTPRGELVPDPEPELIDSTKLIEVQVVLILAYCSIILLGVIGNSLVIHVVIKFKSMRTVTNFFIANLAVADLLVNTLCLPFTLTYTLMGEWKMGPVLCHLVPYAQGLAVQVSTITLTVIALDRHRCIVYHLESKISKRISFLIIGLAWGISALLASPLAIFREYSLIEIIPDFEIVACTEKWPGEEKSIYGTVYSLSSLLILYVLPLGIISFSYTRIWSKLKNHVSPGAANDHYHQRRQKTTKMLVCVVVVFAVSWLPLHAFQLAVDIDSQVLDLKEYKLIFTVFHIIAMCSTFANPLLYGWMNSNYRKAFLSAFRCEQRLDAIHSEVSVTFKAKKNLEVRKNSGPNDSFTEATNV
NPY Y1 blocker: NPY-Y1 receptor antagonists, primary screen, cell-based | Neuropeptide Y receptor type 1 (Homo sapiens), P25929 | HEK293-CNG Y1 cells, membrane potential fluorescence; NPY at EC95, then isoproterenol | inhibition, % at 3.6 µM | 200,000 compounds, 1% hits | AID 1040, 2008;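 active = inhibition above the campaign mean inhibition of all tested compounds plus 3 SD, cut at about 20% in these data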;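 also: 0% = DMSO wells given NPY plus isoproterenol and 100% = isoproterenol alone without NPY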
Target sequence (P25929 whole entry, looked up): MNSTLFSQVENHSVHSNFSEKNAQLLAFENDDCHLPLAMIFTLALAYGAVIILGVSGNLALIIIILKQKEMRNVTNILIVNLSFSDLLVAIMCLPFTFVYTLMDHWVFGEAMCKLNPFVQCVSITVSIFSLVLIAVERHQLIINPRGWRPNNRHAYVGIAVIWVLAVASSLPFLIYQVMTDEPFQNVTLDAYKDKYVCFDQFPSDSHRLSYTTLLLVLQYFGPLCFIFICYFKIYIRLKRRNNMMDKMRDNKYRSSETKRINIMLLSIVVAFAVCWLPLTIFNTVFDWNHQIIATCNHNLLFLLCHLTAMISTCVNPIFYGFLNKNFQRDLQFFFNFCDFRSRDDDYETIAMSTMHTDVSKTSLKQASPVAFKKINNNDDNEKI
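Material: HEK293 Y1/CNG channel cell line; also added: NPY (25 nM), isoproterenol (1 µM), Ro 20-1724 (25 µM); doses: one concentration, 3.6 µM, in 0.4% DMSO; schedule: compound incubation 1 h at room temperature, readout 45 min post-stimulation; technique: membrane potential fluorescence; measure: fluorescence ratio normalized to % inhibition between controls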
NPY-Y1 PAM-ag: NPY-Y1 receptor potentiators or agonists, primary screen, cell-based | 220,000 compounds, 0.37% hits | Neuropeptide Y receptor type 1 (Homo sapiens), P25929 | NPY-Y1 expressing cells, potentiator/agonist activation | activation, % at 3.6 µM; in the data active = activation above about 33%, passing the limit was not always enough;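 also: cells stimulated with NPY at EC10 then isoproterenol at EC100; 0% = low agonist plus stimulus and 100% = saturating agonist plus stimulus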
The depositor's hits bear a star; [ ] = remark or other dose. This is a subset; count on the stated rates, not on these rows.

What do the screens show for `Cc1nc2ccc(Cl)cc2c(-c2ccccc2Cl)c1CC(=O)O`?
p97 inhibitor: 5; eIF4E 4G PPI: 4; EP2 modulator: 28; S1P4 ag: -1.9; S1P4 antag: 1; EP2 antag: 9; NPY-Y2 PAM-ag: -3; NPY Y1 blocker: 5; NPY-Y1 PAM-ag: 0

Results for COc1ccc(C2C(C(=O)OC3CCCCC3)=C(C)Nc3nnnn32)c(OC)c1OC (configuration not stated) ?
p97 inhibitor: -1; eIF4E 4G PPI: -2; EP2 modulator: -2; S1P4 ag: 1.6; S1P4 antag: 4; EP2 antag: 3; NPY-Y2 PAM-ag: -1; NPY Y1 blocker: 1; NPY-Y1 PAM-ag: -29

How did COc1cccc(OC)c1C(=O)NC(=S)N1CCN(c2ccc(C(F)(F)F)cc2[N+](=O)[O-])CC1 do in these assays?
p97 inhibitor: -2; eIF4E 4G PPI: -1; EP2 modulator: -43; S1P4 ag: -0.6; S1P4 antag: 5; EP2 antag: -7; NPY-Y2 PAM-ag: -33; NPY Y1 blocker: 6; NPY-Y1 PAM-ag: -69

Results for CN1CCN(c2ccccc2NC(=O)c2cccc([N+](=O)[O-])c2)CC1 ?
p97 inhibitor: 4; eIF4E 4G PPI: -1; EP2 modulator: -4; S1P4 ag: -0.2; S1P4 antag: 11; EP2 antag: 4; NPY-Y2 PAM-ag: -5; NPY Y1 blocker: 4; NPY-Y1 PAM-ag: -4

How did CCNC(=O)Oc1ccc[nH]c1=O do in these assays?
p97 inhibitor: 17*; eIF4E 4G PPI: 0; EP2 modulator: -1; S1P4 ag: 0.6; S1P4 antag: 8; EP2 antag: 3; NPY-Y2 PAM-ag: 12; NPY-Y1 PAM-ag: 7

How did Cc1ccc2nsnc2c1NC(=O)c1cccc([N+](=O)[O-])c1 do in these assays?
p97 inhibitor: 5; eIF4E 4G PPI: -1; EP2 modulator: 20; S1P4 ag: 2.1; S1P4 antag: -11; EP2 antag: 5; NPY-Y2 PAM-ag: -3; NPY Y1 blocker: 0; NPY-Y1 PAM-ag: -12

How did COc1ccccc1C(=O)Nc1cc2cc(Cl)ccc2oc1=O do in these assays?
p97 inhibitor: -8; eIF4E 4G PPI: -32; EP2 modulator: 1; S1P4 ag: 0.3; S1P4 antag: -30; EP2 antag: 13; NPY-Y2 PAM-ag: -6; NPY Y1 blocker: 5; NPY-Y1 PAM-ag: 8

What do the screens show for `c1ccc(Cn2c(CNc3nc4ccccc4n3CCN3CCCCC3)nc3ccccc32)cc1`?
p97 inhibitor: 4; eIF4E 4G PPI: 0; EP2 modulator: 28; S1P4 ag: 3.0; S1P4 antag: -3; EP2 antag: -2; NPY-Y2 PAM-ag: -6; NPY Y1 blocker: 17; NPY-Y1 PAM-ag: -29

Results for CCn1cnc2cc([N+](=O)[O-])ccc21 ?
p97 inhibitor: 6; eIF4E 4G PPI: 7; EP2 modulator: 16; S1P4 ag: 1.2; S1P4 antag: 21; EP2 antag: 5; NPY-Y2 PAM-ag: 1; NPY Y1 blocker: 4; NPY-Y1 PAM-ag: 17

How did O=C(c1ccccc1)c1ccc2nc(Nc3ccccc3)c3nncn3c2c1 do in these assays?
p97 inhibitor: 7; eIF4E 4G PPI: 6; EP2 modulator: -27; S1P4 ag: 2.3; S1P4 antag: -17; EP2 antag: 10; NPY-Y2 PAM-ag: -19; NPY-Y1 PAM-ag: -25

Results for Cc1ccc(OCCn2cc(/C(N)=N/O)c3ccccc32)cc1C ?
p97 inhibitor: -1; eIF4E 4G PPI: -1; EP2 modulator: -28; S1P4 ag: 1.2; S1P4 antag: -1; EP2 antag: 3; NPY-Y2 PAM-ag: -25; NPY Y1 blocker: 7; NPY-Y1 PAM-ag: -42

How did COc1ccc2cc(CO)c(Cl)nc2c1 do in these assays?
p97 inhibitor: 9; eIF4E 4G PPI: 2; EP2 modulator: 12; S1P4 ag: 0.1; S1P4 antag: 4; EP2 antag: 4; NPY-Y2 PAM-ag: 17; NPY Y1 blocker: 1; NPY-Y1 PAM-ag: 8

What do the screens show for `Cc1c(/C=C(\C#N)c2nn(-c3ccccc3)c(N)c2C#N)c2ccccc2n1Cc1ccc(F)cc1`?
p97 inhibitor: 1; eIF4E 4G PPI: -7; EP2 modulator: -3; S1P4 ag: 0.8; S1P4 antag: -5; NPY-Y2 PAM-ag: -10; NPY Y1 blocker: -1; NPY-Y1 PAM-ag: 11

Results for CN1N=C(C(=O)N2CCCC(C(=O)c3cccc(C(F)(F)F)c3)C2)CCC1=O (configuration not stated) ?
p97 inhibitor: 2; eIF4E 4G PPI: 4; EP2 modulator: -7; S1P4 ag: -0.2; S1P4 antag: 8; EP2 antag: 2; NPY-Y2 PAM-ag: -19; NPY Y1 blocker: -4; NPY-Y1 PAM-ag: -10

Results for CCN(C(=O)CN(C)Cc1cccc(Cl)c1Cl)c1c(N)n(Cc2ccccc2)c(=O)[nH]c1=O ?
p97 inhibitor: -6; eIF4E 4G PPI: 2; EP2 modulator: 8; S1P4 ag: -1.8; S1P4 antag: -13; EP2 antag: 10; NPY-Y2 PAM-ag: 10; NPY Y1 blocker: -1; NPY-Y1 PAM-ag: -8

Three structures from above, arranged by heavy-atom count, lowest first.
How did COc1ccccc1C(=O)Nc1cc2cc(Cl)ccc2oc1=O do in these assays?
p97 inhibitor: -8; eIF4E 4G PPI: -32; EP2 modulator: 1; S1P4 ag: 0.3; S1P4 antag: -30; EP2 antag: 13; NPY-Y2 PAM-ag: -6; NPY Y1 blocker: 5; NPY-Y1 PAM-ag: 8

Results for Cc1ccc(OCCn2cc(/C(N)=N/O)c3ccccc32)cc1C ?
p97 inhibitor: -1; eIF4E 4G PPI: -1; EP2 modulator: -28; S1P4 ag: 1.2; S1P4 antag: -1; EP2 antag: 3; NPY-Y2 PAM-ag: -25; NPY Y1 blocker: 7; NPY-Y1 PAM-ag: -42

Results for CN1CCN(c2ccccc2NC(=O)c2cccc([N+](=O)[O-])c2)CC1 ?
p97 inhibitor: 4; eIF4E 4G PPI: -1; EP2 modulator: -4; S1P4 ag: -0.2; S1P4 antag: 11; EP2 antag: 4; NPY-Y2 PAM-ag: -5; NPY Y1 blocker: 4; NPY-Y1 PAM-ag: -4

(listing goes on)
Results for COc1ccccc1N=c1oc2cc(O)ccc2cc1C(=O)NCC1CCCO1 (configuration not stated) ?
p97 inhibitor: -18; eIF4E 4G PPI: 1; EP2 modulator: 27; S1P4 ag: 38*; S1P4 antag: -35; EP2 antag: 6; NPY-Y2 PAM-ag: 0; NPY Y1 blocker: 24*; NPY-Y1 PAM-ag: -19

What do the screens show for `CC1CC(C)(C)N(C(=O)CN2C(=O)c3ccccc3C2=O)c2ccccc21` (configuration not stated)?
p97 inhibitor: -4; eIF4E 4G PPI: 3[fluorescence artefact?]; EP2 modulator: -7; S1P4 ag: -0.7; S1P4 antag: -23; NPY-Y2 PAM-ag: -12; NPY Y1 blocker: 2; NPY-Y1 PAM-ag: -5

What do the screens show for `O=C(O)CCN1C(=O)c2ccc(NC(=O)c3cccs3)cc2C1=O`?
p97 inhibitor: 4; eIF4E 4G PPI: -7; EP2 modulator: 4; S1P4 ag: 3.0; S1P4 antag: -29; EP2 antag: 16; NPY-Y2 PAM-ag: 0; NPY Y1 blocker: -2; NPY-Y1 PAM-ag: 7

How did CCCCCn1c(=O)[nH]c2cc(C(=O)NCCN(CC)CC)ccc2c1=O do in these assays?
p97 inhibitor: -4; eIF4E 4G PPI: 5[fluorescence artefact?]; EP2 modulator: -8; S1P4 ag: 0.2; S1P4 antag: -4; EP2 antag: 10; NPY-Y2 PAM-ag: 15; NPY Y1 blocker: 2; NPY-Y1 PAM-ag: 12

How did CCc1ccc(NC(=O)Cc2c(C(=O)O)n(C)c3ccccc23)cc1 do in these assays?
p97 inhibitor: -4; eIF4E 4G PPI: -5; EP2 modulator: 7; S1P4 ag: 1.9; S1P4 antag: -4; EP2 antag: 3; NPY-Y2 PAM-ag: -9; NPY Y1 blocker: 1; NPY-Y1 PAM-ag: -12

What do the screens show for `CC(C)Cn1c(N)c(C(=O)COC(=O)CCc2nc3ccccc3s2)c(=O)n(C)c1=O`?
p97 inhibitor: -4; eIF4E 4G PPI: -1; EP2 modulator: -52; S1P4 ag: -0.9; S1P4 antag: -29; EP2 antag: 5; NPY-Y2 PAM-ag: 26; NPY Y1 blocker: 20*; NPY-Y1 PAM-ag: 1

How did CN(N=Nc1ccc([N+](=O)[O-])cc1)c1ccccc1 do in these assays?
p97 inhibitor: 2; eIF4E 4G PPI: 2; EP2 modulator: 16; S1P4 ag: -0.8; S1P4 antag: -4; EP2 antag: 10; NPY-Y2 PAM-ag: -10; NPY Y1 blocker: 7; NPY-Y1 PAM-ag: -22

What do the screens show for `C=CCS(=O)(=O)c1nc2ccccc2s1`?
p97 inhibitor: 6; eIF4E 4G PPI: 2; EP2 modulator: 20; S1P4 ag: -2.1; S1P4 antag: 8; EP2 antag: 21; NPY-Y2 PAM-ag: -1; NPY Y1 blocker: 1; NPY-Y1 PAM-ag: 17

How did O=C(O)c1cc(-c2ccc(N3CCOCC3)cc2)nn1-c1ccc(F)cc1 do in these assays?
p97 inhibitor: -2; eIF4E 4G PPI: -2; EP2 modulator: 4; S1P4 ag: 1.2; S1P4 antag: -14; EP2 antag: 17; NPY-Y2 PAM-ag: 4; NPY Y1 blocker: 3; NPY-Y1 PAM-ag: 5

Results for CCc1cc(-c2nc(N)ncc2-c2csc(C)n2)c(O)cc1OC ?
p97 inhibitor: 2; eIF4E 4G PPI: 4; EP2 modulator: -57; S1P4 ag: -0.2; S1P4 antag: 6; EP2 antag: 15; NPY-Y2 PAM-ag: 6; NPY Y1 blocker: -4; NPY-Y1 PAM-ag: -5

How did CC(=NCc1ccco1)c1c(O)n(C2CCCCC2)c(=O)[nH]c1=O do in these assays?
p97 inhibitor: -2; eIF4E 4G PPI: 0; EP2 modulator: 45; S1P4 ag: 1.1; S1P4 antag: -5; EP2 antag: 2; NPY-Y2 PAM-ag: -2; NPY Y1 blocker: 1; NPY-Y1 PAM-ag: 25

Results for COC(=O)CC(=O)CSc1nc(C)cc(C)c1C#N ?
p97 inhibitor: 4; eIF4E 4G PPI: 0; EP2 modulator: 8; S1P4 ag: 1.1; S1P4 antag: -5; EP2 antag: 12; NPY-Y2 PAM-ag: 7; NPY Y1 blocker: 2; NPY-Y1 PAM-ag: 1

Screens deposited in PubChem BioAssay by several laboratories.
